FLuc counter: inhibits or activates purified firefly luciferase, miR-21 counter-screen | P08659 | purified FLuc, Km substrates, luminescence inhibition | Potency, µM (doses to about 57.5 µM), for inactives: at the highest dose activity change, negative = inhibition, usual class: inhibitors | actives 6.9% (n = 360,000) | AID 588342; active means well fitted inhibition curve with a large enough effect; inconclusive means small, poorly fitted or top-dose-only effect;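 further: plate controls were vehicle for no effect and reference inhibitor for full effect; nearly all actives have a fitted effect of over 55% in size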
Target sequence (P08659 whole entry, looked up): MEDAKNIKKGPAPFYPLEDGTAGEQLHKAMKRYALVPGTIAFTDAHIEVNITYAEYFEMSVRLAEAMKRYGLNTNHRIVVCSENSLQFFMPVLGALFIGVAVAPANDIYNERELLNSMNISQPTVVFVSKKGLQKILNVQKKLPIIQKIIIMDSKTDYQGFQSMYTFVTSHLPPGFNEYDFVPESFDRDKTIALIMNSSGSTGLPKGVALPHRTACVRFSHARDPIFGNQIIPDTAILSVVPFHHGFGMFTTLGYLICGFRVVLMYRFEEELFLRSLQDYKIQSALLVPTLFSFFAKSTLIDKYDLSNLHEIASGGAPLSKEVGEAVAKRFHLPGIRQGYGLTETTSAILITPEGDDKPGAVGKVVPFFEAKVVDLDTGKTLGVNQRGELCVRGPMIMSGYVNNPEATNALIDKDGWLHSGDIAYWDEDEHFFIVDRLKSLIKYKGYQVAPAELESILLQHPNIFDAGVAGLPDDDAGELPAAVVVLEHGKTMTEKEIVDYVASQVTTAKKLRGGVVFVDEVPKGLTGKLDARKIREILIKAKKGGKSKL
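Biochemical qHTS of compounds, final roughly 60 µM downward over six points, against 10 nM purified firefly luciferase using Km concentrations of substrates (10 uM D-luciferin, 10 uM ATP) in Tris acetate pH 7.5 buffer; luminescence output.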
* = called active by the depositor; ? = inconclusive. Potency means the concentration at half of the fitted maximal effect. An excerpt; rates above refer to the full screens.

smiles	FLuc counter
Cc1cccc(C)c1-n1ncc(C(=O)N2CCN(c3ccccn3)CC2)c1C1CCN(C(=O)OC(C)(C)C)CC1	-4%
O=C(NCCc1ccccc1)C(=O)NCC(c1cccnc1)N1CCN(c2ccc(F)cc2)CC1 (stereo unspecified)	-9%
CCc1ccc(-n2c(SCc3cccc(F)c3)nc3[nH]ncc3c2=O)cc1	-9%
O=C(COc1ccc(Cl)cc1)NCCc1csc(-c2ccc(C(F)(F)F)cc2)n1	4%
CC1CCc2c(sc3nnn(Cc4ccccc4Cl)c(=O)c23)C1 (stereo unspecified)	-10%
CCCN(C(=O)c1c(C)oc2ncnc(N3CCOCC3)c12)c1ccc(Cl)c(Cl)c1	1%
Cc1c(C)n(Cc2ccc(F)cc2)c2ccc(C(=O)Nc3ccc(Cl)cc3)cc12	-1%
O=C(Cc1ccccc1)NC1CC(=O)N(c2ccccc2)C1 (stereo unspecified)	-4%

4 entries from above, field by field:
O=C(NCCc1ccccc1)C(=O)NCC(c1cccnc1)N1CCN(c2ccc(F)cc2)CC1 (stereo unspecified)
- FLuc counter: -9%

Cc1cccc(C)c1-n1ncc(C(=O)N2CCN(c3ccccn3)CC2)c1C1CCN(C(=O)OC(C)(C)C)CC1
- FLuc counter: -4%

CC1CCc2c(sc3nnn(Cc4ccccc4Cl)c(=O)c23)C1 (stereo unspecified)
- FLuc counter: -10%

Cc1c(C)n(Cc2ccc(F)cc2)c2ccc(C(=O)Nc3ccc(Cl)cc3)cc12
- FLuc counter: -1%

(more compounds)
smiles	FLuc counter
CCOc1ccccc1NC(=O)C(=O)NCCc1sc2nc(-c3ccc(OC)cc3)nn2c1C	-3%
Cc1cc(C)c2nc(NC(=O)c3ccc(S(=O)(=O)N4CCc5ccccc54)cc3)sc2c1	-2%
CCOc1ccccc1C(=O)N1CCN(CCc2ccccn2)CC1	3%
COc1ccccc1C(=O)Nc1cccc(C(=O)OCc2cc(=O)n3nc(C4CC4)sc3n2)c1	0%
COc1ccccc1NC(=O)N(Cc1ccco1)C1CCN(C(C)=O)CC1	-5%
COc1cccc(COC(=O)c2ccc(-c3nnn(Cc4ccccc4)n3)cc2)c1	-6%
Cc1ccc(CCNC(=O)CCCc2nnc3n(C)c(=O)c4sccc4n23)cc1	-6%
COc1ccc(CCNC(=O)c2ccc(-n3c(C)cc4c3CCCC4)cc2)cc1OC	-10%
Fc1ccc(-n2ncc3c(Nc4ccc5c(c4)OCCO5)ncnc32)cc1	17µM*
CN1CC(=O)N(CC(=O)Nc2ccc(OC(F)(F)F)cc2)c2ccccc2C1=O	1%
CC(C)(C)C(=O)Nc1ccc(Cl)c(-c2nc3ccccc3[nH]2)c1	-10%
COc1cc(Cl)c(NS(=O)(=O)c2ccc3c(c2)CC(C)N3C(=O)C2CCC2)c(OC)c1 (stereo unspecified)	-3%
CCCC12CN3CC(CCC)(CN(C1)C3c1ccc(OC(C)C)cc1)C2=O (stereo unspecified)	2%
COc1ccc2c(c1)CC(C(=O)NCCCN1CCN(c3ccc(F)cc3)CC1)CO2 (stereo unspecified)	-1%
CCSc1nnc2c(n1)OC(c1ccc(C)s1)Nc1ccccc1-2 (stereo unspecified)	-12%
Cc1c(-c2ccc(Cl)cc2)c(=O)oc2ccc(OC(=O)N3CCOCC3)cc12	-7%
Cc1ccc([N+](=O)[O-])cc1S(=O)(=O)N1CCn2cccc2C1c1ccc(F)c(F)c1 (stereo unspecified)	4%
O=C(CCn1c(=O)c2cccn2c2cccnc21)NCc1ccccc1Cl	0%
CCn1ccc2cc(S(=O)(=O)N3CCC(C(=O)NCCc4ccc(SC)cc4)CC3)ccc21	-8%
Cc1cccc(NC(=O)c2ccc(F)c(S(=O)(=O)N3CCN(c4ccc(F)cc4)CC3)c2)c1	3%
COc1ccc(CNC(=O)C(=O)NCC(c2ccco2)S(=O)(=O)c2ccc(C)cc2)cc1 (stereo unspecified)	-1%
CCc1ccc(-c2nn(CC(=O)NCc3ccccc3)c3c2cnc2ccc(F)cc23)cc1	4%
COc1cccc(CNC(=O)CCc2nnc3n(CC(C)C)c(=O)c4ccccc4n23)c1	-1%
O=c1cc(-c2ccc(F)cc2)nc(SCc2nc(-c3ccccc3Cl)no2)[nH]1	-14%
Cc1cccc(NC(=O)NC2COc3ccccc3C2)c1C (stereo unspecified)	-2%
CCOC(=O)c1c(C)[nH]c(C)c1S(=O)(=O)N1CCC(C(=O)N2CCN(c3ccccc3)CC2)CC1	4%
COc1ccc(C2=CC(c3cc(Br)ccc3F)n3c(nc4ccccc43)N2)cc1 (stereo unspecified)	4.3µM*
CCN1CCN(c2ncc3c(n2)CC(c2ccccc2O)CC3=O)CC1 (stereo unspecified)	2%
Cc1ccc(S(=O)(=O)C(CNC(=O)C(=O)NCCc2ccc(Cl)cc2)c2ccco2)cc1 (stereo unspecified)	-4%
CC(=O)c1cc2c(cc1NC(=O)c1c(C)nn(-c3ccc(C)cc3)c1-n1cccc1)OCO2	-2%
Cc1cccc(N2CCN(C(=O)c3ccc4c(c3)N(Cc3cccc(Cl)c3)C(=O)c3ccccc3S4(=O)=O)CC2)c1C	-2%
O=C(NCCc1ccccc1)c1ccc2c(c1)N(Cc1ccccc1)C(=O)c1ccccc1S2=O (stereo unspecified)	-4%
Cc1cccc(C)c1-n1ncc(C(=O)NCCN2CCOCC2)c1C1CCN(C(=O)OC(C)(C)C)CC1	-2%
CC(=O)Nc1nonc1-c1nnc(SCC(=O)Nc2ccc(F)cc2F)n1-c1ccccc1	-2%
Cc1nnc(SCC(=O)NCc2cccc(F)c2)c2nn(-c3ccccc3)c(C)c12	-13%
COc1ccc(-c2nc(CN3CCC(C(=O)NCCCN4CCN(c5ccccc5F)CC4)CC3)c(C)o2)cc1OC	-1%
CCOc1ccc(CCNC(=O)C2=C(C)C(=O)OC23CCCCC3)cc1	6%
CCC(C)c1ccc(OCC(=O)Nc2cccc(-c3nc4ncccc4o3)c2)cc1 (stereo unspecified)	7.6µM*
COC(=O)c1ccccc1NC(=O)CN1C(=O)COc2ccc(Cl)cc21	-7%
O=C(COc1ccc(F)cc1)Nc1ccc2nc(SCC(=O)N3CCCC3)sc2c1	-11%
COc1ccc(-c2cc(C(F)(F)F)n3nc(C(=O)Nc4cc(Cl)cc(Cl)c4)cc3n2)cc1	-3%
CC(C)COc1ccc(-c2nonc2NC(=O)c2ccc(F)cc2)cc1	2%
COc1ccc(CNc2nc3c(S(=O)(=O)c4ccccc4)nnn3c3ccc(Cl)cc23)cc1	4%
CCCOc1ccc(C(=O)N(Cc2ccc(Cl)cc2)Cc2ccco2)cc1	-14%
COc1ccccc1CNC(=O)c1ccc2c(c1)N(Cc1cccc(Cl)c1)C(=O)c1ccccc1S2(=O)=O	-5%
Cc1c(-c2cccc(NC(=O)Nc3ccc(Cl)cc3)c2)nc2ncccn12	11µM*
CN(C)c1ccc(C(CNS(=O)(=O)c2ccc(F)cc2)N2CCCC2)cc1 (stereo unspecified)	0%
COCCNC(=O)c1c(C)oc2nc(C)nc(N3CCOCC3)c12	0%
Nc1nc(Nc2cccc(Cl)c2)sc1C(=O)c1ccc(F)cc1	-10%
O=C(c1ccc(CS(=O)(=O)c2c(Cl)cccc2Cl)o1)N1CCN(c2ccccc2)CC1	-7%
COc1cc(Cl)c(NC(=O)c2cc(S(=O)(=O)N3CCCCC3)c[nH]2)c(OC)c1	-9%
CSc1ccc(CCNC(=O)c2cc3cc(S(=O)(=O)N4CCCCC4)ccc3n2C)cc1	-1%
CC(C)CCNc1ncnc2c1cnn2-c1cccc(Cl)c1	17µM*
COc1ccccc1C(=O)Nc1ccc(C(=O)OCc2cc(=O)n3nc(C4CC4)sc3n2)cc1	1%
Cc1ccc(NC(=O)c2oc3ccc(S(=O)(=O)N(C)C4CCCCC4)cc3c2C)c(C)c1	-1%
Cc1ccc(-n2nc(C(=O)Nc3ccc(Cl)cn3)c3c4ccccc4n(C)c3c2=O)cc1	-3%

Four entries picked at random from the list so far:
smiles	FLuc counter
COc1ccccc1C(=O)Nc1ccc(C(=O)OCc2cc(=O)n3nc(C4CC4)sc3n2)cc1	1%
O=C(c1ccc(CS(=O)(=O)c2c(Cl)cccc2Cl)o1)N1CCN(c2ccccc2)CC1	-7%
CSc1ccc(CCNC(=O)c2cc3cc(S(=O)(=O)N4CCCCC4)ccc3n2C)cc1	-1%
CC(C)CCNc1ncnc2c1cnn2-c1cccc(Cl)c1	17µM*

Going on with the list:
smiles	FLuc counter
Cc1ccc(CC(=O)Nc2c(C(=O)N3CCN(c4ccccc4)CC3)oc3ccccc23)cc1	-10%
Cc1cccc(-n2c(N)cc(=O)nc2SCC(=O)Nc2ccc(F)cc2)c1C	1%
COc1ccccc1C(=O)Nc1nc2n(n1)C(c1ccc(F)cc1)C=C(c1ccc(Cl)cc1)N2 (stereo unspecified)	-14%
CSc1ccc(C2c3[nH]c4ccccc4c3CCN2C(=O)CCc2ccccc2)cc1 (stereo unspecified)	1%
Cc1c2cnn(CC(=O)N3CCN(c4ccc(F)cc4)CC3)c(=O)c2c(C)n1Cc1ccccc1F	-19%
COc1cc2oc(=O)c(CC(=O)NCc3ccc(OC)c(OC)c3)c(C)c2cc1Cl	4%
CCOC(=O)c1[nH]c2ccccc2c1NC(=O)c1ccccc1OCC	-2%
CCOc1ccc(Nc2cc(C)nc3nncn23)cc1	-8%
CCOc1ccccc1NC(=O)Cn1c(=O)n(Cc2nc(C)no2)c(=O)c2ccccc21	0%
CCOc1ccc(CNC(=O)c2cnc3sc(N(CC)CC)nn3c2=O)cc1	7%
CCCOc1ccc(C(=O)Nc2cc(-c3nc4cc(C)cc(C)c4o3)ccc2C)cc1	-5%
CCN(CC)c1nn2c(=O)c(C(=O)NCc3ccccc3Br)cnc2s1	2%
COc1ccc2c(c1)sc1ncc(C(=O)NCc3cccc(Cl)c3)c(=O)n12	-2%
Cc1cccc(CNC(=O)C2CCN(c3nn4cc(-c5ccc(F)cc5)nc4s3)CC2)c1	1%
CN(C)c1ccc(NC(=O)C2(c3cccs3)CCOCC2)cc1	?
N#Cc1cccc(NC(=O)C2CCN(c3nc(-c4ccc(Cl)cc4)no3)CC2)c1	-4%
COc1ccc(/C=C/C(=O)N2CCC(c3nc4ccccc4o3)CC2)cc1	19µM*
O=C(NCCCN1CCN(c2ccccc2)CC1)c1nnc(Cc2ccc(F)cc2)o1	0%
COC(=O)c1cc2sc(C)cc2n1Cc1nc(-c2ccc(C)cc2)oc1C	-5%
Cc1ccc(S(=O)(=O)N2CCCc3cc(NC(=O)c4cccc(Cl)c4)ccc32)cc1	3%
CCN1CCc2c(sc(-n3cccc3)c2C(CCC(C)C)NC(=O)NCCC(=O)OC)C1 (stereo unspecified)	-7%
O=C1CC(c2nc(-c3ccccc3)no2)CN1c1ccc2c(c1)OCCO2 (stereo unspecified)	-1%
Cc1oc(-c2ccc(Cl)cc2)nc1CS(=O)CC(=O)NCCc1ccccc1 (stereo unspecified)	-15%
O=C(O)c1ccc(CSc2nc3cccnc3n2Cc2cccc(F)c2)cc1	?
COc1ccc(C2c3c(n(C)c4ccccc34)C(=O)N2CC(=O)Nc2ccccc2Cl)cc1 (stereo unspecified)	-10%
CN(C)CCNC(=O)C1CCN(c2nc3ccccc3[nH]2)CC1	0%
COCCCNC(=O)c1ccc(-n2c(-c3ccccc3)cc3c2CCCC3)cc1	-1%
c1ccc(CSc2nnc(C3CCNCC3)o2)cc1	0%
COc1ccc(N2CCN(c3nc4ccccc4n4c(C)nnc34)CC2)cc1	-1%
COc1cccc(CNC(=O)CCn2nc(C)c3c(C)n(-c4ccccc4)nc3c2=O)c1	-3%
CCc1cccc(C)c1NC(=O)NC1COc2ccccc2C1 (stereo unspecified)	-2%
CC(=O)c1ccc(N2CCN(c3ccc4cc(S(=O)(=O)N5CCCCC5)ccc4n3)CC2)cc1	3%
Cc1ccc(N2CC(c3nnc(Cc4ccc(F)cc4)o3)CC2=O)cc1 (stereo unspecified)	-6%
COc1ccc(C)cc1NC(=O)c1noc2c1CSc1ccccc1-2	0%
Cc1nc2ccn(Cc3ccco3)c(=O)c2cc1C(=O)NCc1ccc(F)cc1	-2%
CCOC(=O)c1c(C)oc2nc(C)nc(NCCc3ccc(SC)cc3)c12	1%
Cc1c(Cl)cccc1NC(=O)Cn1nnc2sc3c(c2c1=O)CCCC3	-6%
O=C(Nc1cccc(C(F)(F)F)c1)Nc1nnc(N2CCCCCC2)s1	-8%
Cc1ccccc1-c1nc(CN2CCCC(C(=O)NCc3ccc(Cl)cc3)C2)c(C)o1 (stereo unspecified)	?
Cc1cccc(-n2nc(C)c(C(=O)Nc3cc(C)ccc3C)c2-n2cccc2)c1	-10%
COc1ccc(-c2nc(CSCC(=O)NCCc3ccc(C)cc3)c(C)o2)cc1OC	-12%
O=C(CSc1nc(-c2cccc(F)c2)[nH]c1-c1ccccc1)Nc1ccc2c(c1)OCCO2	?
COc1cc(-c2cc3n(C)c(C)c(CCC(=O)NCc4ccccc4)c(=O)n3n2)cc(OC)c1OC	6%
Cc1nc(N2CCCC2)c2c(C(=O)N3CCN(c4ccc(F)cc4)CC3)c(C)oc2n1	-1%
CCCCNc1cc(NC2CCCCC2)c2c3c(onc13)-c1ccccc1C2=O	-12%
CCCCN(CC)CCCNC(=O)c1sc2nc3n(c(=O)c2c1C)CCCCC3	1%
COc1ccccc1N1CCN(S(=O)(=O)c2cc(-c3cc(C)no3)ccc2C)CC1	4%
COc1ccc(CC(=O)Nc2sc3c(c2C(=O)Nc2ccccc2)CCCCC3)cc1	-16%

Bioassay records as filed in PubChem.
